# Source: PubChem BioAssay (several laboratories)
# BCLXL inh: inhibitors of human Bcl-xL. Q07817. GST-Bcl-xL / FITC-Bim BH3 peptide fluorescence polarization. inhibition, % at 10.9 µM. 320,000 tested, 0.7% active. AID 2129;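 active = inhibition above the mean of all tested compounds plus 3 SD, cutoff set per campaign, cut at about 30% in these data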;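 also: 0% = DMSO wells and 100% = unlabeled Bim-BH3 peptide competitor; inhibitors lower millipolarization by displacing the labeled peptide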
# AHR act: activates the human aryl hydrocarbon receptor | P35869 | AHR-responsive luciferase reporter cells, luminescence | activation, % at 5 µM | 320,000 tested, 2.5% active | AID 2796; in the data active = activation above about 47%;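 also: 0% = vehicle wells and 100% = reference agonist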
# Target sequence (P35869 whole entry, looked up): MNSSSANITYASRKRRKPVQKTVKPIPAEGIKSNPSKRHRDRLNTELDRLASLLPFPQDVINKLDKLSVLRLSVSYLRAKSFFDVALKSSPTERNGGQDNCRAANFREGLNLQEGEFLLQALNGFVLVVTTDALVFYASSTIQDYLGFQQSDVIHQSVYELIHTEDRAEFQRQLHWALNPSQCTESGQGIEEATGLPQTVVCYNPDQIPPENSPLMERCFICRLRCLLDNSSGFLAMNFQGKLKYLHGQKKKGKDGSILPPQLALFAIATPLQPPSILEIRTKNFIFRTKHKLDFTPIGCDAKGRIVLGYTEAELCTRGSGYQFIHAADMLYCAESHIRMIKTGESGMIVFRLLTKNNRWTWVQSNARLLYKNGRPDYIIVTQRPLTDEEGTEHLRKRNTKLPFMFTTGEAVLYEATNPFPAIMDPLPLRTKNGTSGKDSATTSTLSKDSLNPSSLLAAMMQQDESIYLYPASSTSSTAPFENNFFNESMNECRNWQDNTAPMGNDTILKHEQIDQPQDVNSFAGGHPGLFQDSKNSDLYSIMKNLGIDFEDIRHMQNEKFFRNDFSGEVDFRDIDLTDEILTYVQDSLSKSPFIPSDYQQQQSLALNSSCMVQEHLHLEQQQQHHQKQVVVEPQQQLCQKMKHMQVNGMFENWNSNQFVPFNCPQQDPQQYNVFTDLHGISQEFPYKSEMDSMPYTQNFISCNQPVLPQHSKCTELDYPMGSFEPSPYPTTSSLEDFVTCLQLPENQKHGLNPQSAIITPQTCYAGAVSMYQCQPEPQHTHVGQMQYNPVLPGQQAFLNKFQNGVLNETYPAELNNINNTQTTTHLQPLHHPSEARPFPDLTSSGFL
# PME-1 inh: PME-1 (human) inhibition; AID 2130; recombinant PME-1, FP-Rh probe fluorescence polarization; 320,000 tested, 0.53% active; inhibition, % at 5.9 µM;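 active = inhibition above the campaign mean of all compounds plus 3 SD, cut at about 26% in these data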;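 also: competitive labeling of PME-1 active site by serine hydrolase directed probe; 0% = PME-1 with DMSO and 100% = wells lacking PME-1 enzyme; inhibitors block probe labeling so polarization falls and inhibition rises; many of its hits are not listed in these tables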
# pPAFAH inh: inhibitors of human plasma PAF acetylhydrolase (pPAFAH) | Q13093 | recombinant pPAFAH, FP-rhodamine probe fluorescence polarization | inhibition, % at 3.39 µM | 330,000 tested, 1.5% active;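 active = inhibition above the mean inhibition across the screen plus 3 SD, cut at about 25% in these data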;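 also: inhibitors block binding of the rhodamine activity-based probe so polarization drops; 0% = enzyme with DMSO and 100% = wells lacking pPAFAH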
# Fam108B counter: Fam108B inhibition, counter-screen for RBBP9 inhibitors; recombinant Fam108B, FP-Rh probe fluorescence polarization; inhibition, % at 9.51 µM; 300,000 tested, 0.33% active;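 active = inhibition above the screen mean inhibition plus 3 SD, computed separately per campaign, cut at about 18% in these data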;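 also: inhibitors lower polarization as less probe binds the enzyme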
# GLD-1 RNA inh: GLD-1-TGE RNA interaction inhibition (C. elegans). 320,000 tested, 0.44% active. AID 2280. purified GLD-1 + fluorescein TGE RNA, fluorescence polarization. inhibition, % at 5.96 µM. Q17339;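 active = percent inhibition above a per-plate cutoff, the plate mean of test compounds plus 3 SD, cut at about 30% in these data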;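 also: 0% = DMSO wells with GLD-1 and probe and 100% = wells lacking GLD-1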
# MEX-5 binding: C. elegans MEX-5 TCR-2 RNA binding activity. Q9XUB2. MEX-5/FITC-TCR2 RNA binding, fluorescence polarization; active compounds read low. activity score (negative = inhibition of binding), % at 10 µM. 300,000 tested, 0.38% active. AID 1832;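 active = inhibition past about -25% in most replicates, and total fluorescence under double the plate's negative control median, limit read from the data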;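 also: 0% = DMSO and -100% = 5 µM competing unlabeled TCR2 RNA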
# PAFAH1B2 inh: PAFAH1B2 (human) inhibition | P68402 | recombinant PAFAH1B2, FP-rhodamine activity probe, fluorescence polarization | inhibition, % at 3.39 µM | 340,000 tested, 1.2% active;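 active = inhibition above the mean of all tested compounds plus 3 SD, cut at about 24% in these data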;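 also: 0% = enzyme with DMSO and 100% = wells lacking PAFAH1B2; many of its hits are not listed in these tables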
# Target sequence (P68402 whole entry, looked up): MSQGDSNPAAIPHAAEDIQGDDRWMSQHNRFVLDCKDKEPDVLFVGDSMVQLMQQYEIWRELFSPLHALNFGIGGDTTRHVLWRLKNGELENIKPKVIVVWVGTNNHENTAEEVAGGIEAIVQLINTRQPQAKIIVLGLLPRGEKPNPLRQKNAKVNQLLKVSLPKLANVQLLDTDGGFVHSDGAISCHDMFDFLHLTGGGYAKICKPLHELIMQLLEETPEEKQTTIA
# MCL1 BIM primary: inhibitors of human MCL1 binding to BIM-BH3 peptide | Q07820 | GST-MCL1 / FITC-Bim-BH3 fluorescence polarization | inhibition, % at 10.9 µM | 320,000 tested, 0.68% active | AID 2057;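 active = inhibition above the mean inhibition of all tested compounds plus 3 SD, set per campaign, cut at about 40% in these data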;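 also: 0% = DMSO wells and 100% = unlabeled Bim-BH3 peptide control; higher means more loss of mP so more displacement of Bim peptide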
# * hit, by the source's call; . = not tested or not shown. Not all compounds are listed, so the mix of outcomes need not match the whole.
mol	BCLXL inh	AHR act	PME-1 inh	pPAFAH inh	Fam108B counter	GLD-1 RNA inh	MEX-5 binding	PAFAH1B2 inh	MCL1 BIM primary
CC(C)CSc1nc2ccccc2n1CC(N)=O	-4	1	3	3	-1	-1	1.4	3	-3
O=C(CSc1nc2[nH]ncc2c(=O)n1-c1ccccc1Cl)N1CCCC1	8	3	-1	8	-1	0	1.8	2	11
CCOCCCNC(=O)c1ccccc1OC1CCN(S(C)(=O)=O)CC1	3	0	-7	0	-2	-1	2.4	-2	-2
CC(C)CN(C1CCS(=O)(=O)C1)S(=O)(=O)c1ccc(C(C)C)cc1 (stereo unspecified)	1	0	2	1	-5	1	1.9	7	-4
CC(=O)N1CCc2cc(S(=O)(=O)CCC(=O)N3CCN(c4ccccn4)CC3)ccc21	3	-1	6	3	3	-1	-2.3	1	3
CN(C)c1nc(N)nc(CSc2nnnn2C)n1	3	2	3	0	6	-11	0.9	-2	1
C=CCC1(O)C(=O)Nc2ccccc21 (stereo unspecified)	6	1	-3	3	5	2	2.4	3	8
Cc1cc(C)n(C(=O)c2cccc(S(=O)(=O)N3CCCCC3)c2)n1	3	-1	7	4	2	0	0.2	3	5
C=CCN(c1ccccc1OC)S(=O)(=O)c1cccc(C(=O)NC2=NCCS2)c1	.	8	.	4	.	3	.	4	.
CC(=O)Nc1ccc(NCC(=O)c2ccccc2)cc1	4	0	6	5	-4	-1	-0.2	6	3
Cc1ccc(-c2csc(N3CCN(CCCn4c(-c5ccncc5)nc5ccccc54)CC3)n2)cc1	-2	10	4	13	0	-3	-0.5	3	4
COc1ccccc1NC(=O)/C=C\c1ccco1	6	24	-5	4	-4	-8	-3.0	1	-3

# The results go on.
mol	BCLXL inh	AHR act	PME-1 inh	pPAFAH inh	Fam108B counter	GLD-1 RNA inh	MEX-5 binding	PAFAH1B2 inh	MCL1 BIM primary
O=C(Nc1cccc(O)c1)c1noc2c1CCc1ccccc1-2	-1	-6	-8	-4	-1	5	-2.6	0	-2
COc1ccc(C(F)(F)F)cc1N/C=C/c1nnnn1-c1ccc2ccccc2c1	0	-1	-1	-2	-4	10	0.7	-9	1
COc1ccc(CNC(=O)c2ccc(Br)o2)cc1	7	4	4	-3	6	-7	-1.0	3	8
COc1ccc(C)cc1NC(=O)CN(C)S(=O)(=O)c1cnc[nH]1	-2	6	-1	-1	4	4	0.4	2	4
C#Cc1cccc(NC(=O)CSc2nnc(-c3ccc(C(F)(F)F)cn3)o2)c1	2	-9	-4	-6	6	3	-0.5	8	7
CCN1CCCC1CNC(=O)Cn1ncc2c(=O)oc3ccc(C)cc3c21 (stereo unspecified)	1	1	-6	4	0	-8	-0.2	4	3
Cc1cc(N2CCCC2)nc2c(C)cccc12	-9	1	6	3	5	-1	1.8	-3	3
NC(=O)CCS(=O)(=O)CCN1CCCCC1	1	0	-4	3	10	-5	2.0	-1	-6
COc1ccc(C2C(=O)N(C3CCCCC3)CC(=O)N2C2CCCCC2)cc1 (stereo unspecified)	6	-3	1	7	4	16	-0.3	6	7
CCc1ccc2oc(C(=O)NC3CCS(=O)(=O)C3)cc(=O)c2c1 (stereo unspecified)	2	3	-6	6	-2	-5	0.4	-8	-3
O=c1[nH]c(C2CCN(S(=O)(=O)c3ccccc3F)CC2)nc2c1nnn2Cc1ccc(F)cc1	2	-1	25	3	-2	-6	-4.7	4	-5
COCCn1cnc2c(c1=O)c1nc3ccccc3nc1n2/N=C/c1cccc(OC)c1	6	-3	-8	1	-6	6	0.5	-2	7

# Following part.
mol	BCLXL inh	AHR act	PME-1 inh	pPAFAH inh	Fam108B counter	GLD-1 RNA inh	MEX-5 binding	PAFAH1B2 inh	MCL1 BIM primary
Brc1cccc(CN2CCCCCCC2)c1	3	-2	-6	1	-1	6	0.9	2	6
CCOc1ccc(NC(=O)Cn2nnc(-c3ccccc3F)n2)cc1	-1	0	4	0	5	4	1.2	-3	-3
CCOc1ccc(NC(=O)CSc2nc(O)c(C)c(=O)n2-c2ccc(F)cc2)cc1	3	-1	3	2	2	2	-2.5	2	7
CCOC1(/N=C(\C)NS(=O)(=O)c2ccc(Cl)cc2)C(C)=CC(=O)C=C1C	6	-1	4	2	-6	6	-0.1	1	-5
O=S1(=O)CCC(n2nccc2-c2ccccc2)C1 (stereo unspecified)	4	2	0	4	-2	0	2.4	10	6
N#Cc1cccc2c1-c1ccccc1/C2=N/NC(N)=S	10	139*	-8	16	3	3	0.2	5	11
Cc1csc(NC(=O)CCn2c(=O)oc3ccc(Cl)cc32)n1	0	0	-4	3	-4	4	4.2	3	2
COc1ccnc(CN(C)C(=O)C2CCC(=O)N(Cc3cccc(C(F)(F)F)c3)C2)c1 (stereo unspecified)	3	-1	12	4	0	-1	1.2	-2	-2
O=C(NCCc1ccccc1)C1CC(=O)N(c2ccc3c(c2)OCCO3)C1 (stereo unspecified)	-2	4	-2	-3	3	7	0.1	-6	-4
Cc1nn(Cc2cccc(C(=O)NN)c2)c(C)c1Cl	3	3	-6	-3	-3	0	-0.4	3	14
O=C1CCCC(=O)C1C1c2ccccc2CCN1C(=O)CCl (stereo unspecified)	6	0	-2	3	3	5	1.5	.	1
CC1CCN(C(CNS(=O)(=O)c2ccccc2)c2ccccc2)CC1 (stereo unspecified)	1	1	2	3	.	4	.	12	5

# Remaining list, next part:
mol	BCLXL inh	AHR act	PME-1 inh	pPAFAH inh	Fam108B counter	GLD-1 RNA inh	MEX-5 binding	PAFAH1B2 inh	MCL1 BIM primary
O=C(Nc1ccccc1F)Nc1cccc2ccc(O)cc12	14	25	34*	11	18*	4	0.8	6	13
COCCCNc1nc(=S)[nH]c2cc(OC)c(OC)cc12	8	31	3	5	1	0	1.2	7	8
CC(Oc1ccccc1F)C(=O)/C=C/N(C)C (stereo unspecified)	2	2	-2	5	6	4	-1.9	7	3
COc1cccc(CNc2nnnn2C)c1	5	-3	2	5	2	-4	4.0	2	8
CO/N=C(\Cn1ncc(N2CCCC2)c(Br)c1=O)c1ccc(Cl)cc1	2	0	6	3	-1	0	-0.1	8	-7
Cc1cccc(OC(C)C(=O)Nc2cc(S(=O)(=O)N3CCCCC3)ccc2C)c1 (stereo unspecified)	-3	0	4	0	.	7	.	-1	4
COc1ccc(-n2c(SCC(=O)Nc3nc(C)cs3)nnc2-c2ccoc2C)cc1	-3	4	6	-1	-1	-3	0.7	4	-3
CCCCCCn1c(N2CCN(c3cccc(Cl)c3)CC2)nc2c1c(=O)[nH]c(=O)n2C	-2	3	-1	-2	3	-7	-0.5	2	3
CCOC(=O)C1CCCN(S(=O)(=O)c2ccc(S(=O)(=O)N3CCCC3)cc2)C1 (stereo unspecified)	-2	-1	0	-5	1	38*	-0.7	-3	0
CCn1c(SC)nnc1C1CCCN(CC(=O)Nc2ccccc2N2CCOCC2)C1 (stereo unspecified)	2	1	-5	-6	-4	-5	1.1	1	4
CCOC(=O)c1ccc(NC(=S)NCCCN2CCCCC2)cc1	2	-1	-3	0	1	2	1.9	4	10
CCOc1ccc(CCNC(=O)CN2CCN(Cc3ccccc3F)C2=O)cc1OCC	-2	2	1	-6	4	-5	-3.4	2	3

# The list goes on.
mol	BCLXL inh	AHR act	PME-1 inh	pPAFAH inh	Fam108B counter	GLD-1 RNA inh	MEX-5 binding	PAFAH1B2 inh	MCL1 BIM primary
CC1Cc2ccccc2N1C(=O)/C=C/c1cccc(F)c1 (stereo unspecified)	2	37	-3	6	6	-10	-0.6	5	5
Cc1ccccc1S(=O)(=O)Cc1ccc(C(=O)NC(C)c2ccccc2)o1 (stereo unspecified)	1	2	-5	9	3	3	0.3	15	-4
Cc1ccc(C(=O)ONc2ccc(N=NC(=O)c3ccccc3O)cc2)cc1	5	6	-5	-6	6	10	-0.1	6	8
CC1CN(C)C(C)CC1NCc1ccc2c(c1)OCO2 (stereo unspecified)	6	0	3	8	2	0	-0.1	3	16
CN(C)S(=O)(=O)c1cccc(C(=O)OCC(=O)c2c(N)n(C)c(=O)n(C)c2=O)c1	8	0	6	-2	-1	10	-2.5	4	6
O=C(NCc1cccnc1)c1sc2cc(Cl)ccc2c1Cl	2	2	0	2	-4	-1	2.4	-1	4
COc1ccc(C(=O)NCCNc2nc3c(C)cccc3cc2C#N)cc1OC	7	-5	0	3	1	6	-0.5	-3	-2
CC(=O)N(c1cccc(Cl)c1)c1nc(C)cc(C)c1C#N	1	9	-6	8	-3	3	-1.0	4	-10
Cc1cc(CN2CCN(CC(=O)Nc3cc(C(F)(F)F)ccc3-n3cncn3)CC2)no1	-4	2	0	0	.	4	.	4	-6
CC(=O)OCC(=O)c1ccc2ccn(C(C)=O)c2c1	1	-3	2	7	0	7	-0.3	-4	4
COc1ccccc1-c1ccc(=O)n(CC(=O)NC2CCc3ccccc32)n1 (stereo unspecified)	6	0	-4	-1	-2	-3	2.9	1	4
CN(C)S(=O)(=O)c1ccc(C(=O)OCc2ccc(C#N)cc2)cc1	3	0	14	2	-2	-4	-2.1	6	9

# Continuation:
mol	BCLXL inh	AHR act	PME-1 inh	pPAFAH inh	Fam108B counter	GLD-1 RNA inh	MEX-5 binding	PAFAH1B2 inh	MCL1 BIM primary
Cc1ccccc1NC(=O)CCNS(=O)(=O)c1cccc2nsnc12	6	0	-4	-1	7	0	0.3	4	13
CN(CCNC(=O)c1cn(C)c2ccc(S(=O)(=O)N3CCCC3)cc2c1=O)CCc1ccccc1	-1	1	7	6	1	5	2.9	4	-3
CCOC(=O)c1[nH]c(C)c(C(=O)OCC(=O)N2CC(=O)Nc3ccccc32)c1C	6	5	2	-2	0	2	0.3	-1	-12
CN(C)N1C(=O)/C(=C/c2ccco2)SC1=Nc1ccccc1	25	-1	4	-1	2	20	.	6	36
N#Cc1ccc(CSc2nnc3ccccn23)cc1	-1	-6	6	1	4	-1	2.9	4	-3
COc1ccc(CC(=O)OC(C)C(=O)c2ccc(C)cc2)cc1 (stereo unspecified)	-7	2	5	-4	1	0	-0.8	4	-2
COCCCN1C(=O)C(=O)/C(=C(/O)c2ccc(S(=O)(=O)N3CCCCC3)cc2)C1c1ccc(O)c(OC)c1 (stereo unspecified)	22	2	2	4	-1	22	-2.2	8	15
CCCCN(C(=O)c1nn(C)c(=O)c2ccccc12)c1c(N)n(CCC)c(=O)[nH]c1=O	-5	1	6	6	.	0	.	3	-9
CC(C)(C)OC(=O)NCCCCc1cn(CC(=O)N2CCN(C(=O)OC(C)(C)C)CC2)nn1	3	4	2	2	-2	5	2.1	5	4
CCn1c(-c2ccc(F)cc2)cnc1SCC(=O)N1CCc2ccccc21	1	2	-2	4	6	0	1.0	.	0
COCc1ccc(O)c2ncccc12	4	2	0	4	1	10	0.7	2	7
CN(CC(=O)Nc1ccccc1Cl)C(=O)Cn1cc(C(F)(F)F)ccc1=O	-8	0	10	5	.	4	.	1	-12
CC(C)c1ncc(C(O)c2cccc3ccccc23)n1C (stereo unspecified)	-1	1	-1	2	-2	6	1.0	3	3
CCC1=C(OC(=O)N(CC)CC)N2C(=O)OC(=NCCc3c[nH]c4ccccc34)[C@]2(Cc2ccccc2)[C@H]2C1=CC[C@H]1C(=O)N(CC)C(=O)[C@H]12	2	12	-13	-1	-2	-5	1.7	-5	1
CC(=O)c1ccc(N2C(=NC(=O)COc3ccccc3)SC3CS(=O)(=O)CC32)cc1 (stereo unspecified)	-2	5	0	1	-3	-5	2.5	6	7

# AHR act, entries above that show a hit.
SMILES | BCLXL inh | AHR act | PME-1 inh | pPAFAH inh | GLD-1 RNA inh | MEX-5 binding | PAFAH1B2 inh | MCL1 BIM primary
N#Cc1cccc2c1-c1ccccc1/C2=N/NC(N)=S | 10 | 139* | -8 | 16 | 3 | 0.2 | 5 | 11
